# Bcl-xL primary: blocks human Bcl-xL binding to Bim BH3 peptide; Q07817; GST-Bcl-xL / FITC-Bim BH3 peptide fluorescence polarization; inhibition, % at 10.9 µM; 0.7% of 320,000 active; AID 2129;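 active = inhibition above the mean of all tested compounds plus 3 SD, cutoff set per campaign, cut at about 30% in these data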;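 also: 0% = DMSO wells and 100% = unlabeled Bim-BH3 peptide competitor; inhibitors lower millipolarization by displacing the labeled peptide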
# Target sequence (Q07817 whole entry, looked up): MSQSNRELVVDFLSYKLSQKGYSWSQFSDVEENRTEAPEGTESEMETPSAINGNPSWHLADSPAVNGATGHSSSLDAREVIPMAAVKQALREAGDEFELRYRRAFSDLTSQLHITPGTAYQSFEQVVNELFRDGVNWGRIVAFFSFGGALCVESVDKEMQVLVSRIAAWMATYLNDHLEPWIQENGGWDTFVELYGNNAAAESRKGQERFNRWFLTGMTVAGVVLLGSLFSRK
# MEX-5 binding: C. elegans MEX-5 TCR-2 RNA binding activity; Q9XUB2; MEX-5/FITC-TCR2 RNA binding, fluorescence polarization; stronger effect = lower value; activity score (negative = inhibition of binding), % at 10 µM; 0.38% of 300,000 active; AID 1832;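 active = inhibition past about -25% in most replicates, and total fluorescence under double the plate's negative control median, limit read from the data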;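 also: 0% = DMSO and -100% = 5 µM competing unlabeled TCR2 RNA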
# ZTA counter: blocks Epstein-Barr virus ZTA, an EBNA-1 counter-screen | P03206 | inhibition, % at 11 µM | ZTA-DNA binding, fluorescence polarization | 0.15% of 320,000 active; in the data active = inhibition above about 33%
# Target sequence (P03206 whole entry, looked up): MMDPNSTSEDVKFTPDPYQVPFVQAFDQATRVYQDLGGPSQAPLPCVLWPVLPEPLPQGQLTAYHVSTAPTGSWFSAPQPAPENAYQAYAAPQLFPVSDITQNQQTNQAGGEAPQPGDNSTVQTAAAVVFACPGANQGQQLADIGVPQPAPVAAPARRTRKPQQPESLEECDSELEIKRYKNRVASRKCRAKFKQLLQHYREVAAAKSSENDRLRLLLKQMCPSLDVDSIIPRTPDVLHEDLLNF
# Fam108B counter: Fam108B inhibition, counter-screen for RBBP9 inhibitors; AID 1947; inhibition, % at 9.51 µM; 0.33% of 300,000 active; recombinant Fam108B, FP-Rh probe fluorescence polarization;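 active = inhibition above the screen mean inhibition plus 3 SD, computed separately per campaign, cut at about 18% in these data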;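 also: inhibitors lower polarization as less probe binds the enzyme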
# Yeast superoxide: caloric restriction mimetics inhibiting age-related superoxide in yeast; superoxide response (% of plate mean), % at 10 µM; S. cerevisiae aged cells, superoxide DHE fluorescence; stronger effect = lower value; AID 2690; 0.18% of 330,000 active;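 active = superoxide response under a set limit, about three screen SD below normal, cut at about 65% in these data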;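 also: yeast aged for seven days with compound at 30 °C before DHE staining; 100% = average MFI of all compound-treated wells on the plate with controls excluded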
# MCL1 BIM primary: MCL1-BIM-BH3 interaction inhibition (human) | Q07820 | GST-MCL1 / FITC-Bim-BH3 fluorescence polarization | inhibition, % at 10.9 µM | 0.68% of 320,000 active | AID 2057;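 active = inhibition above the mean inhibition of all tested compounds plus 3 SD, set per campaign, cut at about 40% in these data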;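 also: 0% = DMSO wells and 100% = unlabeled Bim-BH3 peptide control; higher means more loss of mP so more displacement of Bim peptide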
# Target sequence (Q07820 whole entry, looked up): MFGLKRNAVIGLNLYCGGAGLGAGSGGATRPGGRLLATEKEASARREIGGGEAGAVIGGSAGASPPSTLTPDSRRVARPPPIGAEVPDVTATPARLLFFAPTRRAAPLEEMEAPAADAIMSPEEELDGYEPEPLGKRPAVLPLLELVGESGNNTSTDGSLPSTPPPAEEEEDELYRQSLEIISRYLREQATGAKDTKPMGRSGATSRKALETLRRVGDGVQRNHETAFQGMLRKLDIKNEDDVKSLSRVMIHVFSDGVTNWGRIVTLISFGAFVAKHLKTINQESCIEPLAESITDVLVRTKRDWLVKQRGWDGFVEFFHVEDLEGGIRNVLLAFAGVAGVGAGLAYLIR
# Efflux pump mplx: antifungal efflux pump inhibition, Nile Red retention; S. cerevisiae Candida pump triplex; inhibition, % at 10 µM; AID 485275; 0.44% of 330,000 active;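 active = plate passing quality check with inhibition over a set limit, or well fluorescence over plate mean plus 4 SD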;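 also: Nile Red retained in pooled yeast measured as flow cytometry median fluorescence; 0% = buffer negative control and 100% = Enniatin B positive control; higher means more Nile Red kept so more efflux inhibition; some compounds called inactive have numbers as strong as hits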
# GLD-1 TGE inh: GLD-1-TGE RNA interaction inhibition (C. elegans); Q17339; purified GLD-1 + fluorescein TGE RNA, fluorescence polarization; inhibition, % at 5.96 µM; 0.44% of 320,000 active;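 active = percent inhibition above a per-plate cutoff, the plate mean of test compounds plus 3 SD, cut at about 30% in these data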;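 also: 0% = DMSO wells with GLD-1 and probe and 100% = wells lacking GLD-1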
# EBNA-1 inhibitor: blocks EBNA-1 binding to DNA. AID 1950. 0.34% of 300,000 active. EBNA-1 DNA binding, fluorescence polarization. inhibition, % at 14.8 µM; in the data active = inhibition above about 28%
# Numbers without * were called inactive; x = no result given.
# Letter code: A = Bcl-xL primary; B = MEX-5 binding; C = ZTA counter; D = Fam108B counter; E = Yeast superoxide; F = MCL1 BIM primary; G = Efflux pump mplx; H = GLD-1 TGE inh; I = EBNA-1 inhibitor
> COc1ccccc1NC(=O)C1CCCN(S(=O)(=O)c2ccc3[nH]c(=O)ccc3c2)C1 (stereo not given)
  A: 2; B: 0.1; C: 0; D: -1; E: 101; F: 3; G: -0.1; H: -1; I: -3

> Cc1nc2ccc(C(=O)N/N=C/c3cc([N+](=O)[O-])ccc3O)cc2[nH]1
  A: 2; B: 1.1; C: 9; D: 4; E: 93; F: 13; G: -0.1; H: 1; I: 2

> Cc1ccc(N2C(=O)C3C(c4ccccc4)N4CCCN4C3(C)C2=O)cc1 (stereo not given)
  A: 3; B: 0.1; C: -2; D: 0; E: 95; F: -2; G: 0.2; H: 4; I: -2

> CC1CCN(C(=O)c2ccc(COc3ccccc3Cl)o2)CC1
  A: 0; B: 0.9; C: -7; D: -2; E: 92; F: 0; G: -0.3; H: -1; I: 9

> OCC[C@@H]1C[C@@H](O)[C@H](O)[C@]2(CCc3ccccc3O2)O1
  A: 7; B: -8.6; C: 1; D: 1; E: 99; F: 9; G: -0.1; H: 4; I: 2

> O=C(/C=C/c1ccc2c(c1)OCO2)NCc1ccncc1
  A: 8; B: -2.0; C: 5; D: 1; E: 105; F: 5; G: 0.0; H: 5; I: 3

> COc1ccc(S(=O)(=O)N2CCCCCC2)cc1C(=O)OCc1c(C)noc1C
  A: 6; B: x; C: 8; D: -5; E: 90; F: 0; G: 0.1; H: -3; I: 10

> COc1ccc(S(=O)(=O)N2CCN(C3CCN(Cc4ccccc4)CC3)CC2)cc1
  A: 17; B: -11; C: 10; D: -2; E: 97; F: 21; G: 0.0; H: 1; I: -1

> O=C(CNS(=O)(=O)c1ccccc1)N/N=C\c1ccc(Cl)cc1
  A: 0; B: -0.8; C: -13; D: 1; E: 109; F: 4; G: -0.1; H: 7; I: -9

> Cc1ccc(S(=O)(=O)NCC(=O)N(CC2CCCO2)C(C(=O)NC2CCCCC2)C(C)C)cc1 (stereo not given)
  A: 3; B: 0.3; C: -2; D: -2; E: 107; F: -4; G: -0.2; H: 1; I: 6

> CCCNC(=O)CCn1c(-c2ccc(C)cc2)cc(C(=O)OCC)c1C
  A: 7; B: -1.4; C: 6; D: -1; E: 98; F: 12; G: -0.1; H: 2; I: 10

> CCC(C)(O)c1[nH]c2ccc(C(=O)OC)cc2c1C (stereo not given)
  A: 2; B: -0.6; C: 6; D: 4; E: 104; F: -2; G: 0.1; H: 2; I: -2

> O=C(NC1CCCN(c2ccc(C(F)(F)F)cn2)C1)c1ccnc(Cl)c1 (stereo not given)
  A: -1; B: 0.1; C: -2; D: 0; E: 101; F: -1; G: 0.0; H: -2; I: 0

> Nc1nc(NCc2ccco2)nc(N2CCCC2)c1[N+](=O)[O-]
  A: 1; B: -3.5; C: -5; D: 0; E: 106; F: -2; G: -0.1; H: 1; I: -10

> COc1ccc(NC(=O)C(=O)NCC(=O)Nc2cccc(C(F)(F)F)c2)cc1
  A: 2; B: -0.4; C: -5; D: -2; E: 96; F: -1; G: -0.3; H: -3; I: 0

> Cc1ccc(S(=O)(=O)N2CCN(C(=O)c3ccc([N+](=O)[O-])cc3)C2)cc1
  A: 5; B: 0.9; C: -11; D: 2; E: 113; F: -3; G: 0.0; H: 2; I: -15

> Cc1cc2c(cc1C)N(C(=O)CSc1nncn1C)C(C)(C)c1ssc(=S)c1-2
  A: 9; B: -2.8; C: -4; D: 0; E: 91; F: 8; G: 0.2; H: 8; I: -7

> CCSc1nnc(-c2ccccc2NC(=O)CC)c(=O)[nH]1
  A: 5; B: 0.5; C: 7; D: -2; E: 85; F: -1; G: 0.1; H: -4; I: -15

> CCC(CO)NCc1sccc1C (stereo not given)
  A: 11; B: -4.0; C: -5; D: -2; E: 104; F: 5; G: 0.0; H: -1; I: -5

> Cc1cc(-c2ccc(S(=O)(=O)N(C)Cc3ccccc3)cc2)on1
  A: 3; B: 0.2; C: 13; D: -2; E: 98; F: 5; G: -0.2; H: -6; I: -12

> Cc1ccc2[nH]c(=O)c(CN(c3cccc(C)c3C)S(=O)(=O)c3ccccc3)cc2c1
  A: 2; B: 0.5; C: 9; D: 3; E: 84; F: 11; G: 0.0; H: -4; I: 12

> CCn1c(=O)[nH]c(=O)c2c(N)c(C(=O)c3cc(F)ccc3F)sc21
  A: 6; B: 2.7; C: 8; D: -4; E: 100; F: 8; G: 0.0; H: -2; I: 3

> COc1ccc(C(=O)c2ccccc2Cl)cc1OC
  A: 0; B: -0.7; C: -8; D: -2; E: 105; F: -4; G: -0.1; H: -2; I: 7

> Cc1cccc(N2C(=O)c3cccc4c(N5CCCCC5)c([N+](=O)[O-])cc(c34)C2=O)c1C
  A: 4; B: 0.4; C: -7; D: -5; E: 105; F: -2; G: 0.1; H: 9; I: -4

> O=C(Nc1ccccc1N1CCCCC1)c1cc(S(=O)(=O)N2CCOCC2)ccc1Cl
  A: -1; B: 4.7; C: 8; D: -1; E: 86; F: -6; G: 0.1; H: 5; I: 7

> COc1ccc(/C=C(\C#N)C(=O)OCC(=O)Nc2c(C)cccc2C)cc1
  A: 1; B: 2.7; C: -8; D: -5; E: 98; F: -13; G: 0.2; H: 0; I: 18

> CC12CCC(C(=O)NNC(=O)c3ccc(F)cc3)(OC1=O)C2(C)C (stereo not given)
  A: -5; B: 0.2; C: 2; D: -1; E: 109; F: -2; G: 0.4; H: -5; I: -7

> Cc1nnc2c(-c3ccccc3)nc3ccccc3n12
  A: -4; B: 0.6; C: 2; D: 7; E: 101; F: 1; G: 0.0; H: 6; I: -3

> COC(=O)c1ccc(NC(=O)CSc2nncn2C)cc1
  A: 19; B: 2.1; C: -12; D: 3; E: 96; F: 3; G: -0.1; H: 7; I: 4

> Cc1ccc(C)c2[nH]c(=O)c(CCNC(=O)Cc3cccs3)cc12
  A: -1; B: 0.7; C: 7; D: 0; E: 92; F: 2; G: -0.1; H: -3; I: 12

# Next section.
SMILES,Bcl-xL primary,MEX-5 binding,ZTA counter,Fam108B counter,Yeast superoxide,MCL1 BIM primary,Efflux pump mplx,GLD-1 TGE inh,EBNA-1 inhibitor
CCN(CC(=O)NCc1cccs1)C(=O)COc1cccc(C(F)(F)F)c1,5,x,17,x,112,2,0.1,7,x
COc1ccc(C(=O)Nc2ccc(NS(=O)(=O)c3ccccc3)cc2)cc1OC,6,0.9,16,0,86,0,-0.1,4,5
CCCOC(=O)C1NC(=O)N2C(C(=O)OCCC)C(C)(C)S[C@H]12 (stereo not given in full),8,1.0,6,-2,102,9,-0.1,7,-1
O=C(NC1=C(Nc2ccc(F)cc2)C(=O)c2ccccc2C1=O)c1ccc(Cl)cc1,4,2.6,13,11,108,18,-0.4,7,2
CC1CN(C(=O)c2cccs2)CC(C)O1 (stereo not given),3,0.7,-8,3,112,6,-0.1,1,4
Cc1nn(-c2ccccc2)c(Cl)c1/C=N/NC(=O)OC(C)(C)C,2,-0.8,-13,-3,105,2,0.1,1,0
O=C(NCCCCc1ccccc1)c1ccc(Br)o1,5,3.7,-10,2,91,9,0.0,4,-7
COc1ccc(OCC(=O)Nc2ccc(S(=O)(=O)Nc3cc(C)nc(C)n3)cc2)cc1,2,0.2,7,0,92,0,0.0,7,-6
CCOP(=O)(OCC)C(Nc1ccc([N+](=O)[O-])cc1)c1ccc(Cl)cc1 (stereo not given),6,0.3,19,1,110,-1,0.0,4,-5
CCCCNC(=O)c1cc(C)nn1-c1ccccc1,-3,0.8,3,0,91,-10,0.0,3,1
CCOC(=O)c1sc(NC(=O)Cc2c(F)cccc2Cl)nc1C,-2,-0.2,-4,-2,104,-1,0.1,2,-21
CC(C)[C@H]1CN=C2N(C[C@H](C)NC(=O)CCC3CCCCC3)[C@H](Cc3ccc(O)cc3)CN21,8,4.4,1,2,99,1,0.0,4,-3
COc1cc(CC(NC(C)=O)C(=O)NC2CCN(C(=O)C3CC3)CC2)cc(OC)c1 (stereo not given),4,-0.3,-8,5,115,4,-0.2,-4,-18
Cc1cc(S(=O)(=O)N2CCc3ccccc3C2)ccc1F,6,1.3,-3,-2,102,6,-0.2,3,5
CC1CC1C(=O)OCC(=O)NNC(=O)c1ccc([N+](=O)[O-])cc1 (stereo not given),2,x,-4,x,132,0,0.1,3,x
Cc1nc2ccccc2c2oc(C(=O)N3CC(C)CC(C)C3)cc12 (stereo not given),1,-1.1,1,0,95,-6,0.0,4,7
Cc1ccc(C(C)NC(=O)c2cccnc2)cc1 (stereo not given),-1,-3.4,-8,0,87,-5,-0.2,-1,9
COc1cccc2c1Oc1ncccc1N(C(=O)CCC(=O)NCc1ccccc1)C2,4,-1.0,7,2,114,-2,0.1,-2,-15

# Screening data: PubChem BioAssay, several laboratories
